# Screens deposited in PubChem BioAssay by several laboratories.
# KLK7 zymogen act: activates the human kallikrein-7 zymogen. purified proKLK7, EDANS-DABCYL substrate fluorescence; 100% is mature enzyme control, 0% vehicle. activation, % at 7 µM. actives 0.9% (n = 370,000);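 active = activation above the mean of all tested compounds plus 3 SD, computed per campaign excluding outliers beyond control limits, cut at about 13% in these data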
# PLCg1 inh: PLC-gamma1 (human) inhibition, primary screen. purified PLC-gamma1, fluorogenic substrate, fluorescence. P19174. actives 0.84% (n = 370,000). inhibition, % at 12.2 µM; in the data active = inhibition above about 9.5%
# UHRF1 MBD2 ctr: human UHRF1 methylated DNA binding inhibitors. Q96T88. UHRF1 binding to methylated oligo, TR-FRET. inhibition, % at 4.4 µM. actives 0.75% (n = 370,000). AID 687016; in the data active = inhibition above about 21%;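 also: UHRF1 SRA domain binding a hemimethylated CpG hairpin DNA probe; 0% = median of test compound wells and 100% = reference inhibitor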
# ARFGAP1 inh: inhibitors of rat ARFGAP1. Q62848. Arfgap1-stimulated ARF1 GTP hydrolysis, GDP FP detection. inhibition, % at 16.5 µM. actives 0.26% (n = 360,000). AID 651572;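 active = inhibition above a per-plate limit, mean inhibition of low control wells plus 3 SD, cut at about 25% in these data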;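 also: 0% = DMSO wells with enzyme and 100% = wells lacking Arfgap1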
#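 material = rat Arfgap1 catalytic domain, aa 1-136 | also added = human ARF1(Δ1-17)-GTP substrate | compound dosing = one concentration, 16.5 µM, DMSO 1.26% | times = GTP hydrolysis reaction 2 h at 25 °C | measured by = FP, GDP Alexa 633 tracer displaced from anti-GDP antibody, 620/688 nm | evaluation = percent inhibition of Arfgap1-stimulated GTP hydrolysis | replication = single well per compound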
# Rev-erbA mod: modulators of human Rev-erb alpha DNA binding; P20393; Rev-erbα–FITC-DNA binding, fluorescence polarization, 90 min; activity, % at 10 µM; actives 0.79% (n = 370,000); AID 1259318;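 active = activity above about 14%, limit read from the data; passing the limit was not always enough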;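 also: 0% = DMSO wells with 35 nM protein and 100% = DMSO wells with 750 nM protein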
# Tn7 DDE FP: disrupts Tn7 cyclic peptide binding to fibrin D-Dimer-E complex; P02675; FP displacement of FITC-Tn7 peptide from fibrin DD(E); 0% = median of compound wells per plate; inhibition, % at 8.3 µM; actives 0.13% (n = 370,000); AID 720508;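 active = inhibition above the mean of compounds falling within the control limits plus 3 SD of them, cut at about 14% in these data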;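 also: 0% = plate median of compound wells and 100% = 10 µM Aha-Tn7 peptide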
# Target sequence (P02675 whole entry, looked up): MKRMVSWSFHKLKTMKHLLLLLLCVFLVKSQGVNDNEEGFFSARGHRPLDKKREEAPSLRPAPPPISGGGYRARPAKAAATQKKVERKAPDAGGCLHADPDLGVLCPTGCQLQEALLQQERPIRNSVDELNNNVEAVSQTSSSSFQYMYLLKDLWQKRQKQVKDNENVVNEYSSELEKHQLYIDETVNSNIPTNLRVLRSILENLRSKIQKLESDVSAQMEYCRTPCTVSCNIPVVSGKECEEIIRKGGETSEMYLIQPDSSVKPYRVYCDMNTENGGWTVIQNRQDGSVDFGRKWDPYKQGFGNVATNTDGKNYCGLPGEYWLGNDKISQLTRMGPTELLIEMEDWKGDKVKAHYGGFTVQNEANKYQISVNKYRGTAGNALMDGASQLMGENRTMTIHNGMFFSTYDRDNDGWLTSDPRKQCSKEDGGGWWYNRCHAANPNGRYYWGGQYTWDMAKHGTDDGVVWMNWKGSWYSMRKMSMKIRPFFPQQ
#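 assay system = human clot-derived fibrin DD(E) complex | quantity = Fibrin-DD(E) at 2 µM final | timing = 10 min preincubation, 3 h with tracer, room temperature | signal = fluorescence polarization | measure = percent inhibition | benchmarks = high control wells with 10 µM unlabelled Aha-Tn7 peptide (full inhibition) | replicates = singlicate testing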
# ASAP1 GAP inh: ASAP1 ArfGAP inhibition; Q9ULH1; ASAP1-stimulated ARF1 GTP hydrolysis, GDP FP detection; inhibition, % at 16.5 µM; actives 0.19% (n = 360,000); AID 624377; in the data active = inhibition above about 25%;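 also: 0% = vehicle with enzyme and substrate and 100% = no enzyme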
# Target sequence (Q9ULH1 325-724 limits assumed): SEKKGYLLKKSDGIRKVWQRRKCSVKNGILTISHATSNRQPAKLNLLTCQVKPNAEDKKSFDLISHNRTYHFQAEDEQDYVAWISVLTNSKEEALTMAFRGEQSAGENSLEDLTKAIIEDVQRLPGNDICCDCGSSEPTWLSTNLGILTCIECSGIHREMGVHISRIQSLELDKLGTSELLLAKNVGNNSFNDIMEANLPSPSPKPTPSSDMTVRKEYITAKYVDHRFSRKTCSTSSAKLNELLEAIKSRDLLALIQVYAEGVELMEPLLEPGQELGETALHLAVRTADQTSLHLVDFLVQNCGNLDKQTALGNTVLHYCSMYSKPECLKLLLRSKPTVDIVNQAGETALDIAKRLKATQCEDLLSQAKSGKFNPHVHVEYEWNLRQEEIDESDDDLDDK
# PLC-beta3 inh: inhibitors of human phospholipase C beta3; Q01970; inhibition, % at 12.2 µM; Purified PLC-beta3, fluorogenic substrate, fluorescence; actives 0.18% (n = 370,000); in the data active = inhibition above about 11%;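 also: 0% = median of compound wells on plate and 100% = full blocker control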
# HGIII-sPLA2 inh: Inhibits HGIII-sPLA2 liposome hydrolysis, primary screen; Q9NZ20; QFRET BODIPY PC-A2 liposome hydrolysis, fluorescence; inhibition, % at 12.2 µM; actives 0.56% (n = 370,000); AID 743126;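 active = inhibition above mean plus 3 SD of compounds lying within the high and low control bounds, cut at about 19% in these data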;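 also: 0% = median of test compound wells and 100% = no enzyme DMSO wells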
# Tn6 DDE FP: disrupts Tn6 cyclic peptide binding to fibrin D-Dimer-E complex; Fibrin DD(E) TRITC-Tn6 fluorescence polarization displacement; inhibition, % at 8.3 µM; actives 0.21% (n = 370,000); AID 720509;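 active = inhibition above a per-campaign cutoff: mean of compounds within control limits plus 3 SD, cut at about 15% in these data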;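 also: 0% = median of all compound wells on the plate and 100% = blocking peptide control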
# * marks the source's active call; other numbers are inactive results; i = inactive; . = not tested or not shown.
No.	KLK7 zymogen act	PLCg1 inh	UHRF1 MBD2 ctr	ARFGAP1 inh	Rev-erbA mod	Tn7 DDE FP	ASAP1 GAP inh	PLC-beta3 inh	HGIII-sPLA2 inh	Tn6 DDE FP	mol
1	-1.3	-1	3	12	-1	4	10	-3	14	1	C=CCn1c(-c2cccc(OCC)c2)n[nH]c1=S
2	0.4	-4	-4	9	0	6	7	-11	1	-8	C=CCNC(=O)/C(=C\c1ccco1)NC(=O)c1ccco1
3	0.7	-1	-3	6	3	4	1	1	-4	4	CC(=O)CCCC(NS(=O)(=O)CCC(Cl)(Cl)Cl)c1ccccc1 (stereo not drawn)
4	0.0	0	3	19	3	-8	1	6	-4	-4	Cc1c(C(=O)NCC2COc3ccccc3O2)oc2ccc(S(=O)(=O)N3CCOCC3)cc12 (stereo not drawn)
5	-0.6	-1	-4	-6	0	-2	-12	2	-2	4	O=C(NCCN1CCC(n2c(=O)[nH]c3ccccc32)CC1)c1ccncc1
6	1.0	-17	-3	-4	5	0	-5	-23	-4	2	CCN(CC)CCOC(=O)c1cccc2c1-c1ccccc1C2O (stereo not drawn)
7	1.1	-11	-1	-5	-3	6	3	-18	3	4	Cc1ncsc1C(=O)Nc1nc2c(s1)CC(C)CC2 (stereo not drawn)
8	-0.3	0	0	9	-4	1	2	4	0	-3	COC(=O)C(Cc1ccccc1)NC(=O)CCNC(=O)c1ccco1 (stereo not drawn)
9	0.2	0	1	0	-3	5	-1	-5	-1	-9	CCc1ccc(N(CC(=O)NCCc2ccccc2)C(=O)CCC(=O)Nc2ccccn2)cc1
10	-0.4	3	0	4	-4	4	0	1	5	2	Cn1c(SCC(=O)NCc2ccc(F)cc2)nc2ccccc21
11	-0.3	-1	6	-5	1	-1	-1	-1	-2	-4	COC(C(=O)Nc1cc([N+](=O)[O-])ccc1C)c1ccccc1 (stereo not drawn)
12	0.1	2	-2	0	1	5	0	5	6	-1	CCOC(=O)c1sc(NC(=O)c2ccncc2)nc1C
13	0.0	0	-3	-3	-2	6	-3	-6	-12	4	COc1cc(C)ccc1S(=O)(=O)NC(=O)C1(C)CCN1C(=O)c1ccc(C2CCCCC2)cc1 (stereo not drawn)
14	-0.4	-4	-1	4	2	3	-16	4	6	9	O=C1c2cccnc2C(O)N1Cc1ccco1 (stereo not drawn)
15	-0.3	2	-3	10	1	-11	-5	1	-12	-1	O=S(=O)(Nc1ccc2cn[nH]c2c1)c1ccccc1
16	-75	-159	6	1	2	3	-2	-200	5	5	O=C(NCc1cccnc1)c1ccc(-c2cc3ccccc3oc2=O)cc1
17	-0.7	2	-2	6	0	4	-9	-3	-5	4	COc1ccc(O)c(/C=N/N=C/c2cccc([N+](=O)[O-])c2)c1
18	18*	-428	-2	3	-1	-6	-3	i	-2	-5	O=C(NCCN1CCOCC1)c1cc(-c2cccs2)nc2ccccc12
19	-0.5	-2	-1	1	0	4	-10	-2	5	0	O=[N+]([O-])c1cccc(C2=NCCC(c3ccccc3)O2)c1 (stereo not drawn)
20	0.4	6	1	-1	2	1	-3	-12	4	-9	CN(CC(=O)Nc1ccccc1Cl)C(=O)COC(=O)Cc1ccc(F)cc1
21	-0.2	7	-3	-6	4	-4	2	6	-2	2	COc1cc(C)nc(N2CCCC(C(=O)Nc3cc(Cl)ccc3OC)C2)n1 (stereo not drawn)
22	.	3	0	.	4	2	.	3	-93	-1	O=C(NCCCc1ccccc1)[C@H](Cc1ccccc1)NC1(C(=O)NCCc2c[nH]c3ccccc23)CCOCC1
23	0.0	3	1	-4	0	14*	-5	0	1	-4	COc1ccccc1N(C)S(=O)(=O)c1ccc(C(=O)OCC(=O)NCC(F)(F)F)cc1
24	-28	-106	1	-4	-6	6	2	-133	-18	-2	COc1cccc(NC(=O)C(OC(=O)/C=C/c2ccc3c(c2)OCO3)c2ccccc2)c1 (stereo not drawn)
25	0.9	-2	1	5	-4	-6	-4	-3	0	-3	CSc1ccccc1C(=O)C1CCCN(C(=O)c2cccc(Cn3cccn3)c2)C1 (stereo not drawn)

# Entries above that contain an aryl thioether with sulfur outside any ring (2):
No.	KLK7 zymogen act	PLCg1 inh	UHRF1 MBD2 ctr	ARFGAP1 inh	Rev-erbA mod	Tn7 DDE FP	ASAP1 GAP inh	PLC-beta3 inh	HGIII-sPLA2 inh	Tn6 DDE FP	mol
10	-0.4	3	0	4	-4	4	0	1	5	2	Cn1c(SCC(=O)NCc2ccc(F)cc2)nc2ccccc21
25	0.9	-2	1	5	-4	-6	-4	-3	0	-3	CSc1ccccc1C(=O)C1CCCN(C(=O)c2cccc(Cn3cccn3)c2)C1 (stereo not drawn)

# In another format: results already given
# Every second line gives: KLK7 zymogen act | PLCg1 inh | UHRF1 MBD2 ctr | ARFGAP1 inh | Rev-erbA mod | Tn7 DDE FP | ASAP1 GAP inh | PLC-beta3 inh | HGIII-sPLA2 inh | Tn6 DDE FP
(22) O=C(NCCCc1ccccc1)[C@H](Cc1ccccc1)NC1(C(=O)NCCc2c[nH]c3ccccc23)CCOCC1
  . | 3 | 0 | . | 4 | 2 | . | 3 | -93 | -1
(23) COc1ccccc1N(C)S(=O)(=O)c1ccc(C(=O)OCC(=O)NCC(F)(F)F)cc1
  0.0 | 3 | 1 | -4 | 0 | 14* | -5 | 0 | 1 | -4
(24) COc1cccc(NC(=O)C(OC(=O)/C=C/c2ccc3c(c2)OCO3)c2ccccc2)c1 (stereo not drawn)
  -28 | -106 | 1 | -4 | -6 | 6 | 2 | -133 | -18 | -2
(25) CSc1ccccc1C(=O)C1CCCN(C(=O)c2cccc(Cn3cccn3)c2)C1 (stereo not drawn)
  0.9 | -2 | 1 | 5 | -4 | -6 | -4 | -3 | 0 | -3

# Following part:
No.	KLK7 zymogen act	PLCg1 inh	UHRF1 MBD2 ctr	ARFGAP1 inh	Rev-erbA mod	Tn7 DDE FP	ASAP1 GAP inh	PLC-beta3 inh	HGIII-sPLA2 inh	Tn6 DDE FP	mol
26	.	0	0	.	3	4	.	4	-12	4	O=C(Nc1ccc(C(O)(C(F)(F)F)C(F)(F)F)cc1)c1ccc(F)cc1F
27	-0.4	4	0	6	9	-5	14	0	-19	0	CCc1ccc(S(=O)(=O)Nc2c(C)n(C)n(-c3ccccc3)c2=O)cc1
28	-0.3	-2	-5	-9	2	-5	9	-2	-7	5	COc1ccc(C(=O)NC(=O)COC(=O)c2ccc(C)o2)cc1
29	-0.6	4	-2	-1	-7	5	3	-7	-6	4	Cc1cc(C)cc(NC(=O)CCC(=O)Nc2nnc(C(F)(F)F)s2)c1
30	1.2	3	-2	2	8	-10	3	-2	3	-1	Cc1c(C(=O)Nc2c(C)n(C)n(-c3ccccc3)c2=O)oc2ccc(Cl)cc12
31	-0.6	0	1	12	-10	-9	7	1	-4	-7	CS(=O)(=O)N1CCCC(C(=O)N2CCOCC2)C1 (stereo not drawn)
32	-0.2	-3	3	-6	8	1	2	-2	1	-2	COC(=O)c1ccccc1S(=O)(=O)Nc1ccc(OC)nc1
33	0.1	2	1	-14	5	3	-1	-3	-18	-5	Cc1nn(-c2ccccc2)c(Cl)c1/C=C1\SC(=S)NC1=O
34	-0.5	-1	0	-4	-3	5	6	0	0	-2	O=C(Nc1ccc2c(c1)OCO2)Nc1ccccn1
35	-0.9	1	-2	6	0	-7	-8	3	-13	8	COc1cc(CNCCNC(=O)c2nonc2N)ccc1OCc1ccc(Cl)cc1
36	-0.1	-20	3	12	-1	2	17	-33	9	-19	O=C(Nc1ccc(O)cc1C(=O)O)c1ccc(NC(=O)c2ccco2)cc1
37	0.3	2	-2	14	2	-5	-2	-6	-8	1	Cc1cc(C(=O)COC(=O)c2ccccc2Br)c(C)n1CC1CCCO1 (stereo not drawn)
38	0.5	-4	1	10	2	7	3	-5	7	-6	COCCCn1c(=O)/c(=C\c2ccccc2OC(F)F)s/c1=C(/C#N)C(N)=O
39	0.3	1	-1	0	0	2	12	-1	-2	0	O=C(CCCc1ccccc1)NCc1ccccc1
40	-0.2	2	1	-16	-6	-1	-6	0	-5	3	Cc1ccc(S(=O)(=O)N(C)CCCC(=O)Nc2ccc(C)cc2C)cc1
41	-0.1	0	2	-1	-1	-7	1	-3	-4	1	CCN(c1ccccc1)S(=O)(=O)c1cc(C(=O)OC2CCOC2=O)ccc1C (stereo not drawn)
42	0.2	-4	-2	-5	-2	5	9	-11	1	2	CC(=O)N1CCN(Cc2nc3cc(NC(=O)COc4ccccc4)ccc3n2C)CC1
43	0.2	0	1	-1	1	5	-10	-7	7	0	O=C(NCc1nnnn1-c1ccc(F)c(F)c1)c1ccc(S(=O)(=O)N2CCOCC2)cc1
44	-0.3	0	-1	-4	9	-3	4	-4	-3	1	CC(=O)Nc1ccc(S(=O)(=O)Nc2ccc(Cl)cn2)cc1
45	0.5	0	-2	6	-2	-9	13	0	3	1	Cn1c(CNC(=O)c2ccco2)nnc1SCC(=O)Nc1ccc(Br)cc1F
46	0.1	2	-2	5	4	-7	13	1	-4	-1	O=C1[C@H](c2ccccc2)[C@@H](c2ccncc2)N1c1ccncc1
47	0.7	5	2	-3	0	-5	7	-1	7	4	CCOc1ccc(NC(=S)NCc2ccco2)cc1

# Printed as active in KLK7 zymogen act, among the entries above:
No.	KLK7 zymogen act	PLCg1 inh	UHRF1 MBD2 ctr	ARFGAP1 inh	Rev-erbA mod	Tn7 DDE FP	ASAP1 GAP inh	PLC-beta3 inh	HGIII-sPLA2 inh	Tn6 DDE FP	mol
18	18*	-428	-2	3	-1	-6	-3	i	-2	-5	O=C(NCCN1CCOCC1)c1cc(-c2cccs2)nc2ccccc12
